CASP6 VEID inh: caspase-6 (human) enzyme inhibition. inhibition, % at 12.5 µM. AID 686996. P55212. purified caspase-6, Z-VEID-R110 cleavage fluorescence. actives 0.53% (n = 350,000);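 active = mean inhibition across replicates at least about 35%, with every replicate also reaching that limit, limit read from the data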;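 also: 0% = median of neutral control wells and 100% = no fluorescence left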
Target sequence (P55212 24-179 limits assumed): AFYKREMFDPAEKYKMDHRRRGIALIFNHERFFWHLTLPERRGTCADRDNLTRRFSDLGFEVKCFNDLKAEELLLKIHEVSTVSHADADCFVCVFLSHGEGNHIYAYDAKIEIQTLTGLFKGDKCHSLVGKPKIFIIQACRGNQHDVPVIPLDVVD
Target sequence (P55212 194-293 limits assumed): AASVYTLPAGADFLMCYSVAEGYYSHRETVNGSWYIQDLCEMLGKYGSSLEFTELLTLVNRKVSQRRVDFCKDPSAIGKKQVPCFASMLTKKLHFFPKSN
E-selectin induc: E-selectin induction on HUVECs. actives 0.37% (n = 260,000). activation, % at 7.58 µM. P16581. HUVEC E-selectin immunofluorescence imaging; normalized: neutral wells 0, TNF-alpha wells 100;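 active = mean E-selectin-positive cell signal at least 10% of the positive control, reached in at least 60% of replicates, without over 20% cell loss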;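 also: in these data hits start at about 27%; measured in HUVEC primary endothelial cells; signal is the percent of cells scored E-selectin positive by PE staining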
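Material: HUVEC primary endothelial cells; Amount: 3,000 cells per well; Dosing: single concentration; Medium: EGM-2 growth medium on 0.1% gelatin-coated wells; Read-out basis: percent E-selectin-positive cells; Signal: immunofluorescence imaging; Control set: TNF-alpha, DMSO.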
RAD52 inh: RAD52 (human) annealing inhibition; AID 651710; recombinant RAD52 DNA annealing, FRET fluorescence; P43351; inhibition, % at 18.7 µM; actives 0.46% (n = 360,000);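 active = every replicate showing at least 50% inhibition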
PglD DTNB: inhibitors of Campylobacter jejuni PglD acetyltransferase; purified PglD enzyme, DTNB colorimetric CoA detection; inhibition, % at 12.5 µM; actives 0.098% (n = 360,000); in the data active = inhibition above about 16%, passing the limit was not always enough; also: strong numbers were not always called active
esBAF inh: inhibitors of esBAF chromatin remodeling in mouse ES cells | Bmi1-luciferase knock-in reporter, 24 h; 100% = twice the neutral-well signal | reporter increase, % at 12.5 µM | actives 2% (n = 350,000) | AID 602393; in the data active = activation above about 40%;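 also: 0% = median of the plate's neutral control wells and 100% = double that signal; a rise in the Bmi1 reporter signal indicates esBAF inhibition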
ERp5 inh: ERp5 (human) disulfide isomerase inhibition; Q15084; ERp5 insulin aggregation, absorbance 650 nm, 90 min; inhibition, % at 9.99 µM; actives 0.05% (n = 350,000); AID 651711;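 active = mean replicate inhibition above about 25%, with every replicate also reaching it, limit read from the data, passing the limit was not always enough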
Target sequence (Q15084 whole entry, looked up): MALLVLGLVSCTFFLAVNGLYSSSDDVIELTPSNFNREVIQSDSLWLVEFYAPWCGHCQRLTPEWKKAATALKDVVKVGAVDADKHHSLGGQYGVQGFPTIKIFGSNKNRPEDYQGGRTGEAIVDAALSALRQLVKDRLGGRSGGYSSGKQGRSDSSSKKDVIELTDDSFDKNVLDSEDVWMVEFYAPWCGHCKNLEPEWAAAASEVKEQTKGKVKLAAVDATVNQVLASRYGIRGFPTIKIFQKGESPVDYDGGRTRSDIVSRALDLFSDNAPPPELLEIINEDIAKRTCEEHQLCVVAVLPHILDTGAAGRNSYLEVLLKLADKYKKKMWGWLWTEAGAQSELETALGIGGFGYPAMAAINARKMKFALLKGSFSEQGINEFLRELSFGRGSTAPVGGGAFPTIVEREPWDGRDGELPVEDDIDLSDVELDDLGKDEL
ARNT TACC3 PPI: ARNT/TACC3 interaction disruption | Q9Y6A5 | AlphaScreen His-ARNT PAS-B/GST-TACC3 binding, luminescence; TACC3 fragment carries E629A point mutation | inhibition, % at 9.99 µM | actives 0.66% (n = 390,000) | AID 623870;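 active = mean inhibition of replicates at least 50% and at least half of replicates each reaching 50%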;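 also: 0% = complete ARNT plus TACC3 wells and 100% = ARNT alone without TACC3; many hits fall short of the cut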
RAD54 branch: blocks human RAD54 Holliday junction branch migration; AID 602329; inhibition, % at 10.4 µM; FAM/BHQ fluorescence; actives 0.14% (n = 360,000); Q92698;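 active = mean normalized replicate activity at least 40 and at least half of replicates scoring 40 or more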;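 also: 0% = median of neutral control wells and 100% = median of positive control wells; inhibitors cause a drop in the FAM fluorescence signal; in these data hits start at about 50%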
Active calls of the source: *; · = no result given.

SMILES	CASP6 VEID inh	E-selectin induc	RAD52 inh	PglD DTNB	esBAF inh	ERp5 inh	ARNT TACC3 PPI	RAD54 branch
O=C(c1ccccc1)N1CC[C@@H]2[C@H]1c1cc(-c3ccc(F)cc3)ccc1N[C@@H]2CO	·	0.8	·	5	-11	·	-9	-11
COc1ccc(S(=O)(=O)N2CCOCC2)cc1NC(=O)CN1C(=O)NC2(CCC(C)CC2)C1=O (centres undefined)	1	-0.9	-26	-4	3	0	·	18
CN(C)/C=C(\C#N)C(=O)c1cccnc1Oc1ccc(F)cc1F	·	·	·	4	11	·	-2	-10
CCN(CC(=O)Nc1ccc(NC(C)=O)cc1)C(=O)/C=C/c1ccc2c(c1)OCO2	-2	0.0	4	·	·	-4	0	·
CCCN(CC(=O)Nc1ccccc1OC)C(=O)c1ccc(S(=O)(=O)Nc2ccccc2)cc1	0	-2.1	-3	-1	·	8	3	-6
CC1(C)C(=O)Nc2ccccc2N1C(=O)COC(=O)c1ccc([N+](=O)[O-])o1	47*	-0.1	-4	-5	-12	-10	-6	2
O=C(N/N=C/c1cc(Cl)ccc1O)C(=O)Nc1ccccc1OC(F)(F)C(F)F	3	·	-1	·	·	-7	1	·
COCCN1C(=O)N(c2cccc(C)c2)C(=O)C1CC(=O)Nc1ccc(OC)cc1 (centres undefined)	8	·	-1	-3	-2	-1	1	2
O=S(=O)(c1ccc(Cl)nc1)N1CCOCC1	1	0.1	-15	-2	-3	3	22*	9
CC(NC(=O)c1ccc2c(c1)OCO2)C(c1cccs1)N1CCN(c2ccccc2)CC1 (centres undefined)	2	-0.1	-18	1	3	8	-8	-10
CC(C)(C)c1ccc(C(=O)Nc2sc3c(c2C(=O)O)CCC3)cc1	10	·	-8	·	-61	-8	9	·
COc1ccc(NC(=O)CN2CCN(S(=O)(=O)c3ccc(Br)cc3)CC2)c(OC)c1	1	-0.2	-12	-3	6	·	4	4
CNS(=O)(=O)c1ccc(NC(=O)c2ccoc2C)cc1	-3	·	-20	·	·	3	2	·
Cc1noc(C)c1NC(=O)N(C)C[C@H]1Oc2ccc(NC(=O)Nc3ccc(F)cc3)cc2C(=O)N([C@H](C)CO)C[C@@H]1C	0	-0.1	-11	3	1	4	-20	-10
COc1ccc(-c2cc3nc(C)cc(C)n3n2)cc1	·	·	·	7	12	·	6	-2
COc1ccccc1N/N=C(\C#N)C(=N)N1CCOCC1	1	0.1	21	·	·	-5	-1	·
CCOC(=O)C1=C(C)N(C)C(=S)NC1c1ccccc1 (centres undefined)	1	-1.3	-6	-1	·	1	-3	3
O=C(COC(=O)C1CC2C=CC1C2)NCCc1ccccc1 (centres undefined)	·	7.2	-16	-243	-2	4	-4	-8
COCCN1C[C@@H](CO)O[C@@H](n2cnc3c(NCc4cc(OC)c(OC)c(OC)c4)ncnc32)C1	4	0.6	-2	5	0	-1	·	9
CCOc1ccc(/C(O)=C2/C(=O)C(=O)N(c3nc(C)c(C)s3)C2c2ccco2)cc1 (centres undefined)	·	·	·	9	26	·	7	3
Cc1ccc(S(=O)(=O)NCC[C@H]2CC[C@@H](NC(=O)CC3CC3)[C@@H](CO)O2)cc1	1	-0.4	-3	8	1	-3	-1	-2
CCOC(=O)C1(Cc2ccc(Cl)cc2)CCN(C2CCC2)CC1	0	·	-9	7	-2	5	-6	-5
CCCCCc1cc(=O)oc2c(C(CCN3CCCC3)c3cc(OC)c(OC)c(OC)c3)c(OC)cc(OC)c12 (centres undefined)	-6	-0.1	59*	2	-18	6	10	7
O=C(CN1CCc2ccccc21)NN1CC(=O)N(c2ccc(Cl)cc2)CC1=O	0	17	-16	·	·	-1	1	·
COc1ccccc1C(=O)C1CCCN(C(=O)c2ccco2)C1 (centres undefined)	-2	·	-4	-2	4	6	-1	-2
COP(=O)(CC(=O)c1ccccc1)CC(=O)c1ccccc1	1	2.0	6	1	-13	-3	-4	3
C[C@H]1CCCCO[C@H](CN(C)S(=O)(=O)c2ccccc2)[C@@H](C)CN([C@@H](C)CO)C(=O)c2cc(NS(=O)(=O)c3cn(C)cn3)ccc2O1	2	·	8	-3	3	-5	-2	4
Cc1ccc(S(=O)(=O)N[C@@H]2C=C[C@H](CC(=O)N3CCC(Cc4ccccc4)CC3)O[C@H]2CO)cc1	-9	-0.5	-3	-1	14	-2	10	-1
COc1ccccc1CNC(=O)C1=CCN(S(=O)(=O)c2ccc(C)cc2)CC1	1	0.2	-49	·	·	4	-1	·
CCCn1c(N)c(NCCN2CCOCC2)c(=O)[nH]c1=O	-1	2.4	-25	·	·	3	-5	·
CCOC(=O)c1sc(=NC(=O)c2ccc(Br)cc2)n(C)c1C	2	·	0	-4	24	8	-2	1
O=C(NCC1(N2CCOCC2)CCCCC1)c1ccc(Cl)c(S(=O)(=O)NCc2ccco2)c1	·	·	·	3	8	·	-2	-6
Cc1cc(=O)[nH]c(N/N=C/c2ccc(OC(=O)c3ccco3)cc2)n1	3	1.4	-7	·	·	-6	-1	·
COc1ccc(-c2cc(C(=O)Nc3ccccc3F)on2)cc1	2	·	-4	·	·	3	-2	·
FC(F)(F)c1ccccc1NC(=S)Nc1ccccc1	-1	·	9	-2	-2	3	2	-1
Cn1cc(SCC(=O)NCCc2ccccc2)c2ccccc21	0	·	-5	·	·	-5	0	·
CCOc1ccc(-n2nc3c(Cl)nnc(C)c3c2C)cc1	3	·	-15	-10	·	0	-1	-1
CCOCc1c(C(=O)Nc2ccccc2N2CCN(C)CC2)oc2ccccc12	-3	·	8	-3	-18	-3	8	5
O=C(CCCOc1ccc(Br)cc1)Nc1nnc(C2CC2)s1	-1	0.4	-16	4	-3	-1	4	-2
CCOC(=O)C(C)N1C(=O)S/C(=C/c2ccc3c(c2)n(C)c(=O)n3C)C1=O (centres undefined)	8	·	-14	-12	-2	-1	·	3
O=C(OCCOCCOC(=O)Oc1ccccc1)Oc1ccccc1	1	-0.2	-6	-3	-10	1	-19	4
COc1ccccc1C(=O)NCCC(=O)NC1=NCCS1	-2	-1.5	-15	3	4	·	-5	0
COc1cc(NC(=O)c2ccc(F)cc2)ccc1NC(=O)c1cc2ccccc2o1	-1	0.5	-9	0	6	3	-3	4
CCOC(=O)C1=C(C)N(c2ccccc2)C(=O)C1	·	·	·	-2	-1	·	1	10
COC(=O)c1c(NC(=O)CSc2nc3nc(C)cc(C)n3n2)sc(C)c1C	0	·	2	-6	-3	2	·	0
CN(C)S(=O)(=O)N1CCC(n2nccc2NC(=O)CCc2ccccc2)CC1	-1	0.0	4	1	3	6	-4	-7
c1cncc(-c2nc(-c3ccc4c(c3)OCO4)cs2)c1	·	·	·	-5	52*	·	-3	-3
O=C(c1cc(-c2ccccc2)on1)N1CCN(Cc2ccc3c(c2)OCO3)CC1	1	·	-26	-1	-1	-1	4	2
O=C(Cc1ccccc1)N1C[C@@H]2[C@H](c3ccccc31)[C@H](CO)N2C(=O)C1CCOCC1	·	-0.2	·	3	1	·	-8	-1
Cc1noc(C)c1NC(=O)Nc1ccc2c(c1)C(=O)N([C@@H](C)CO)C[C@@H](C)[C@H](CN(C)C(=O)NC(C)C)O2	1	-0.1	-8	5	-1	-6	-4	0
CC(=O)c1ccc(NC(=O)CCCN2C(=O)C(c3ccccc3)Oc3cccnc32)cc1 (centres undefined)	2	·	-19	3	8	-2	-2	-9
O=C(C[C@@H]1CC[C@H]2[C@@H](COC[C@H](O)CN2C(=O)c2cnccn2)O1)NCc1ccc(Cl)cc1	2	-0.2	-1	-2	-2	8	-8	10
COc1ccc(C)cc1S(=O)(=O)NCC(c1cccnc1)N1CCc2ccccc2C1 (centres undefined)	2	·	-11	0	4	4	6	-6
CCn1c(SCC(=O)OC)nnc1C1CCCCC1	·	·	·	-3	-8	·	-3	-4
C[C@@H]1CCCCO[C@H](CN(C)S(=O)(=O)c2ccc(Cl)cc2)[C@@H](C)CN([C@@H](C)CO)C(=O)c2cc(NC(=O)Cc3ccccc3)ccc2O1	2	0.1	-1	3	-6	-10	14	-2
Nc1nc(CN2CCN(c3cccc(Cl)c3)CC2)nc(N2CCCc3ccccc32)n1	·	·	·	1	0	·	-19	-11
CC(C)CC1C(=O)N(Cc2cn(CCC3OCCCO3)nn2)CCS(=O)(=O)N1Cc1ccc(-c2cccc(N(C)C)c2)cc1 (centres undefined)	-3	1.0	-3	-3	-3	5	·	-5
N#Cc1cc(-c2ccccc2)nc(NN)n1	-2	·	-4	·	·	-1	-4	·
COC(=O)/C=C1\N/C(=N\c2nc(C)cc(C)n2)N(c2ccccc2)C1=O	-1	1.2	6	6	·	-2	·	-4
O=C(N[C@@H]1CC[C@H](CCNS(=O)(=O)c2ccc(F)cc2)O[C@H]1CO)C1CCC1	-2	1.3	3	0	-2	1	-6	-7
Next part:
SMILES	CASP6 VEID inh	E-selectin induc	RAD52 inh	PglD DTNB	esBAF inh	ERp5 inh	ARNT TACC3 PPI	RAD54 branch
COc1ccc(S(=O)(=O)N(C)C[C@@H]2Oc3ccc(NC(=O)Nc4ccc(F)cc4)cc3CC(=O)N([C@H](C)CO)C[C@@H]2C)cc1	·	0.3	·	-2	0	·	9	40
O=C(NCC(c1cccs1)N1CCOCC1)c1cc(Cl)ccc1[N+](=O)[O-] (centres undefined)	0	0.3	-9	7	7	-2	1	0
COc1ccc(C(=O)Nc2cccnc2)cc1S(=O)(=O)N1CCOCC1	-1	·	-2	-6	2	-1	2	-6
COC(=O)C1=C(C)NC(=O)CC1c1cc2c(cc1Br)OCO2 (centres undefined)	·	·	·	-2	-1	·	1	-12
COc1ccc(NC(=O)N2C[C@@H]3[C@H](c4ccccc42)[C@@H](CO)N3C(=O)C2CC2)cc1	-1	-0.3	-9	-1	6	1	1	-6
COc1ccccc1C(=O)NCCC(=O)N1CCCCCCC1	-110	·	-6	1	-1	4	-13	-10
O=C(COc1ccc2ccccc2c1Br)N1CCCC1	4	·	-1	2	·	6	2	2
Cc1ccccc1C(=O)N1CCN(c2ccc(NC(=S)NC(=O)c3cccs3)cc2)CC1	-2	-0.2	-7	-8	-3	-5	11	6
CS(=O)(=O)N(CC(=O)O)c1ccc2c(c1)OCO2	·	·	·	-2	0	·	-18	3
C[C@@H]1CCCCO[C@@H](CN(C)S(=O)(=O)c2ccc(F)cc2)[C@H](C)CN([C@H](C)CO)C(=O)c2cc(NC(=O)Cc3ccccc3)ccc2O1	·	1.0	·	1	7	·	-13	4
O=C(Nc1ccc(Cl)cc1F)c1ccc2c(c1)C(=O)N(Cc1ccncc1)C2=O	2	0.3	-23	3	-6	7	·	11
c1ccc2[nH]c(NCCN3CCOCC3)nc2c1	·	·	·	-12	4	·	0	3
COc1cc(C(=O)NNC(=O)CCOc2cccc(Br)c2)cc(OC)c1OC	0	-2.1	-3	1	-3	·	1	5
O=c1c2ccccc2c2c(O)nc(-c3ccccc3)n2n1Cc1ccccc1	·	·	·	0	-5	·	-3	1
COc1ccc(S(=O)(=O)Nc2ccc3c(c2)C(=O)N([C@H](C)CO)C[C@@H](C)[C@@H](CN(C)C)OCCCC[C@H](C)O3)cc1	0	0.3	-3	0	·	-1	-6	-1

Rewritten in CSV form: part of the list above
Structure,CASP6 VEID inh,E-selectin induc,RAD52 inh,PglD DTNB,esBAF inh,ERp5 inh,ARNT TACC3 PPI,RAD54 branch
CCOC(=O)C1(Cc2ccc(Cl)cc2)CCN(C2CCC2)CC1,0,·,-9,7,-2,5,-6,-5
CCCCCc1cc(=O)oc2c(C(CCN3CCCC3)c3cc(OC)c(OC)c(OC)c3)c(OC)cc(OC)c12 (centres undefined),-6,-0.1,59*,2,-18,6,10,7
O=C(CN1CCc2ccccc21)NN1CC(=O)N(c2ccc(Cl)cc2)CC1=O,0,17,-16,·,·,-1,1,·
COc1ccccc1C(=O)C1CCCN(C(=O)c2ccco2)C1 (centres undefined),-2,·,-4,-2,4,6,-1,-2

High-throughput results from PubChem BioAssay.
